High-throughput results deposited in PubChem by several laboratories.
HCT116 bCat-KO: beta-catenin-lacking colon tumor cell growth suppression | viability, % at 10 µM | HCT116 beta-catenin knockout viability, CellTiter-Glo, 60 h; stronger effect = lower value | AID 818 | 140,000 compounds, 1.5% hits;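 active = viability at or under a set limit, the compound median less 4 SD, cut at about 6% in these data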;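 note: 0% = Hyamine 1622 control at 20 µM and 100% = untreated cell control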
E-sel TNF inh: blocks E-selectin expression induced by TNF alpha; HUVEC TNFa-induced E-selectin immunofluorescence, high content; inhibition, % at 2 µM; 120,000 compounds, 0.71% hits; AID 1246;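 active = inhibition above the batch mean plus 3 SD, and confirmed as a hit on visual image review, cut at about 43% in these data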;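 note: 0% = TNF-stimulated DMSO wells and 100% = unstimulated control wells; not every result past the cut was called active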
Yeast growth inh: reduces growth of yeast BB579 in restrictive medium. inhibition, % at 10 µM. S. cerevisiae BB579 growth, OD615, 48 h. 140,000 compounds, 0.51% hits. AID 804;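 active = inhibition above a set limit, 3 SD over the mean compound inhibition, cut at about 44% in these data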; note: inactives centre near -24
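Test system: S. cerevisiae DeaD strain BB579 yeast; Medium: restrictive CSMM-D medium; Compound: one dose, 10 µM compound with 0.25% DMSO; Incubation: 4 h cell preincubation, 48 h compound exposure, 30 °C humidified; Signal: OD at 615 nm; Benchmarks: amphotericin B at 10 µg/mL as positive control.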
Phagocytosis inh: macrophage phagocytosis inhibition | inhibition, % at 5 µM | J774A.1 macrophage IgG-bead phagocytosis, imaging | 110,000 compounds, 0.07% hits;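 active = inhibition above the mean of the plate negative controls plus 5 SD, cut at about 13% in these data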;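 note: phagocytic index as fraction of beads internalized from green versus red external bead signal; plate controls were DMSO negative control for no effect and cytochalasin-D positive control for full effect; some results beyond the cut were filed as inactive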
HCT116 PTEN-null: PTEN-deleted cell growth suppression | HCT116 PTEN-null viability, CellTiter-Glo, 60 h; stronger effect = lower value | viability, % at 10 µM | 140,000 compounds, 1.2% hits;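 active = viability at or below a set limit, 4 SD under the median of all tested compounds, cut at about 3.7% in these data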;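 note: PTEN knockout HCT116 line with beta catenin targeted HCT116 as companion control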
Measles CPE: protection of cells from measles virus; Measles virus-infected cells, CPE protection, absorbance; protection (pct of control), % at 4 µM; 140,000 compounds, 1.5% hits; AID 841; in the data active = protection mostly above about 24%, no sharp cut-off; inactive = mostly below about 26%; note: some compounds called inactive have numbers as strong as hits
MRP-1 activ: activators of MRP-1. H69AR cells + doxorubicin, viability rescue, CellTiter-Glo. viability increase, % at 10 µM. 140,000 compounds, 0.61% hits;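 active = viability gain under doxorubicin at or above a set limit, the compound median plus 3 SD, cut at about 4.7% in these data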;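 note: MRP-1 overexpressing cells given doxorubicin 25 µM after compound pretreatment; 18-22 h compound pretreatment then 72 h with doxorubicin before readout; 0% = doxorubicin-only wells and 100% = vehicle-treated cells without doxorubicin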
GALR2 blocker: GALR2 (human) receptor antagonism. GALR2-expressing cells, antagonist mode. inhibition, % at 4 µM. O43603. 140,000 compounds, 0.39% hits. AID 828; in the data active = inhibition above about 27%;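 note: cells stimulated with galanin 1-16 at roughly its EC80; 0% = agonist challenge control and 100% = basal control without agonist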
Target sequence (O43603 whole entry, looked up): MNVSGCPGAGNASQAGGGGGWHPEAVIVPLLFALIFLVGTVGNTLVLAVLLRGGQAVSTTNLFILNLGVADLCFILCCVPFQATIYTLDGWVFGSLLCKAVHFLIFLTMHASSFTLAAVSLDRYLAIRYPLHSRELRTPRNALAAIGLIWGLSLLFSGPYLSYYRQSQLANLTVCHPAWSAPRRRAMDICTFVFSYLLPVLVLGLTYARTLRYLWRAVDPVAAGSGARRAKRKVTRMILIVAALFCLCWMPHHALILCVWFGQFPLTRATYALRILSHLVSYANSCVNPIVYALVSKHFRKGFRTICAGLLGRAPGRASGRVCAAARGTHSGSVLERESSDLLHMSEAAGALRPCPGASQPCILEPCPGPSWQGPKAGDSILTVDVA
NPY-Y2 antag: blocks the human neuropeptide Y Y2 receptor. NPY-Y2 expressing cells, antagonist mode. AID 793. 140,000 compounds, 0.99% hits. inhibition, % at 2.7 µM. P49146; in the data active = inhibition above about 17%;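 note: 0% = vehicle with agonist challenge and 100% = reference antagonist with challenge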
Target sequence (P49146 whole entry, looked up): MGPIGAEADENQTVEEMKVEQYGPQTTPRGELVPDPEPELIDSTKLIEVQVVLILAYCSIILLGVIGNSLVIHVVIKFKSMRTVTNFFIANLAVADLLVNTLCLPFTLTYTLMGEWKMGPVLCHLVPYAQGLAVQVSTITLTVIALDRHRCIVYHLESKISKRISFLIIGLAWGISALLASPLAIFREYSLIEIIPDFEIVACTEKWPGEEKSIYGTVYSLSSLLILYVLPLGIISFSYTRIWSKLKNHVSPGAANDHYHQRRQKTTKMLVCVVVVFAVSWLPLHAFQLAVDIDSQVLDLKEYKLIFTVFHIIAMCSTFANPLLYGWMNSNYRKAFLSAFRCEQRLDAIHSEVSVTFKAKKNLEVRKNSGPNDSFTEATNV
Yeast lifespan up: yeast lifespan extension | S. cerevisiae growth with nicotinamide, OD615; deaD strain in restrictive glucose medium | inhibition of the nicotinamide effect, % at 10 µM | 130,000 compounds, 0.68% hits | AID 775;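 active = inhibition above a set limit, placed 3 SD over the median of all compounds, cut at about 26% in these data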;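 note: 0% = nicotinamide-treated wells and 100% = cells grown without nicotinamide; some compounds called inactive have numbers as strong as hits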
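System: Modified budding yeast, DeaD strain | Buffer or medium: Restrictive glucose medium | Also added: 1.5 mM nicotinamide | Doses: 10 µM single point, 0.25% DMSO | Schedule: 48 h compound exposure at 30 °C, humidified | Detection: Absorbance at 615 nm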
* marks the source's active call; other numbers are inactive results. Outcome played no part in choosing rows; 6.2% or so of the library scored in one or more.

Screening Cc1ccc(CN2C(=O)c3ccccc3C2C(=O)NCC2CCCO2)cc1 (stereo not given) returned HCT116 bCat-KO 91, E-sel TNF inh -1, Yeast growth inh 3, HCT116 PTEN-null 98, Measles CPE 14, MRP-1 activ -3.4, GALR2 blocker -7, NPY-Y2 antag 3 and Yeast lifespan up -4.
`O=C1CC(c2ccccc2)n2ncnc2N1` (stereo not given) gave HCT116 bCat-KO 93, E-sel TNF inh -7, Yeast growth inh -34, Phagocytosis inh 1, HCT116 PTEN-null 90, Measles CPE 13, MRP-1 activ -0.8, GALR2 blocker -15, NPY-Y2 antag 3 and Yeast lifespan up -9.
`CCCCNC(=S)N/N=C/c1ccccc1F` gave HCT116 bCat-KO 87, E-sel TNF inh 0, Yeast growth inh -40, Phagocytosis inh -7, HCT116 PTEN-null 78, Measles CPE 13, MRP-1 activ -0.8, GALR2 blocker 0, NPY-Y2 antag 6 and Yeast lifespan up 3.
For COc1cccc(C2CC(c3cccs3)=NN2C(=O)CSc2nc3ccccc3s2)c1OC (stereo not given) the results were HCT116 bCat-KO 83, Yeast growth inh -55, Phagocytosis inh -6, HCT116 PTEN-null 73, Measles CPE 17, MRP-1 activ -0.3, GALR2 blocker 2, NPY-Y2 antag 6 and Yeast lifespan up 4.
Cc1ccc(-c2ccc(CCC(=O)O)n2-c2cccc(O)c2)cc1 was read as HCT116 bCat-KO 104, E-sel TNF inh -10, Yeast growth inh -20, HCT116 PTEN-null 106, Measles CPE 8, MRP-1 activ 0.7, GALR2 blocker 11, NPY-Y2 antag 4 and Yeast lifespan up -8.
Screening CCOc1ccccc1CNC(=O)CCNC(=O)Cn1ccc2ccccc2c1=O returned HCT116 bCat-KO 106, E-sel TNF inh -1, Yeast growth inh -13, Phagocytosis inh 1, HCT116 PTEN-null 107, Measles CPE 3, MRP-1 activ 0.6, GALR2 blocker 0, NPY-Y2 antag 1 and Yeast lifespan up -12.
`COc1ccc(NC(=O)CSc2nnc(COc3ccccc3)n2Cc2ccco2)cc1OC` gave HCT116 bCat-KO 101, Yeast growth inh -72, Phagocytosis inh -1, HCT116 PTEN-null 108, Measles CPE 15, MRP-1 activ -1.3, GALR2 blocker 0, NPY-Y2 antag -2 and Yeast lifespan up -8.
CC(C)COc1ccc(C(=O)CCN2CCCCC2)cc1 was read as HCT116 bCat-KO 92, E-sel TNF inh 15, Yeast growth inh -72, Phagocytosis inh 1, HCT116 PTEN-null 90, Measles CPE 8, MRP-1 activ -2.4, GALR2 blocker 0, NPY-Y2 antag 8 and Yeast lifespan up 16.
For CCCCn1c(NCCC)nc2c1c(=O)[nH]c(=O)n2C the results were HCT116 bCat-KO 91, E-sel TNF inh -7, Yeast growth inh -13, Phagocytosis inh -1, HCT116 PTEN-null 97, Measles CPE 11, MRP-1 activ -0.7, GALR2 blocker -6, NPY-Y2 antag 2 and Yeast lifespan up -9.
Screening CCC(C)N1CC23C=CC(O2)C(C(=O)OC)C3C1=O (stereo not given) returned HCT116 bCat-KO 90, E-sel TNF inh -7, Yeast growth inh -4, Phagocytosis inh 0, HCT116 PTEN-null 85, Measles CPE 10, MRP-1 activ -1.7, GALR2 blocker 5, NPY-Y2 antag 5 and Yeast lifespan up -10.
Screening CSc1ccccc1NC(=O)Cc1ccc(Br)cc1 returned HCT116 bCat-KO 96, E-sel TNF inh -35, Yeast growth inh 2, HCT116 PTEN-null 101, Measles CPE 4, MRP-1 activ 1.8, GALR2 blocker -5, NPY-Y2 antag 1 and Yeast lifespan up -2.
`O=C(Nc1ccc(F)cc1)c1cccc(N2C(=O)C3C4CCC(C4)C3C2=O)c1` (stereo not given) gave HCT116 bCat-KO 74, E-sel TNF inh 8, Yeast growth inh -52, Phagocytosis inh -1, HCT116 PTEN-null 79, Measles CPE 18, MRP-1 activ -1.6, GALR2 blocker -24, NPY-Y2 antag 1 and Yeast lifespan up 1.
For CCc1ccccc1OCCOc1ccc(C)cc1OC the results were HCT116 bCat-KO 71, E-sel TNF inh -35, Yeast growth inh -19, HCT116 PTEN-null 79, Measles CPE 3, MRP-1 activ -2.1, GALR2 blocker 2, NPY-Y2 antag 3 and Yeast lifespan up -30.
Screening Cc1ccnc(NC(=S)NC(=O)c2ccco2)c1 returned HCT116 bCat-KO 88, E-sel TNF inh -12, Yeast growth inh -29, HCT116 PTEN-null 98, Measles CPE 9, MRP-1 activ -1.1, GALR2 blocker -2, NPY-Y2 antag 1 and Yeast lifespan up -16.
For COc1ccc(NC(=O)C2CCCN2C(=O)NCc2ccccc2)c(OC)c1 (stereo not given) the results were HCT116 bCat-KO 93, E-sel TNF inh 24, Yeast growth inh -21, Phagocytosis inh -1, HCT116 PTEN-null 98, Measles CPE 3, MRP-1 activ -0.8, GALR2 blocker 5, NPY-Y2 antag 0 and Yeast lifespan up -2.
CC1(C)CC(=O)C(C=NCCN2CCN(C(=O)c3ccc(F)cc3)CC2)=C(O)C1 was read as HCT116 bCat-KO 107, E-sel TNF inh -7, Yeast growth inh -52, HCT116 PTEN-null 105, Measles CPE 21, MRP-1 activ -2.2, GALR2 blocker -1 and NPY-Y2 antag 3.
`COc1ccc(-c2nnc(SC3CCOC3=O)n2C2CCCCC2)cc1OC` (stereo not given) gave HCT116 bCat-KO 106, E-sel TNF inh -24, Yeast growth inh -35, Phagocytosis inh 0, HCT116 PTEN-null 109, Measles CPE 16, MRP-1 activ -0.3, GALR2 blocker -17, NPY-Y2 antag -1 and Yeast lifespan up 1.
COc1ccc(Br)cc1C(=O)Nc1cccc(C)c1 was read as HCT116 bCat-KO 90, E-sel TNF inh -1, Yeast growth inh -18, Phagocytosis inh -1, HCT116 PTEN-null 84, Measles CPE 3, MRP-1 activ -3.8, GALR2 blocker 18, NPY-Y2 antag 6 and Yeast lifespan up -6.
For COc1ccc(S(=O)(=O)NC(CC(=O)NCCc2ccc(OC)c(OC)c2)c2ccco2)cc1 (stereo not given) the results were HCT116 bCat-KO 94, Yeast growth inh -39, Phagocytosis inh -2, HCT116 PTEN-null 93, Measles CPE 29, MRP-1 activ 0.3, GALR2 blocker -1, NPY-Y2 antag 0 and Yeast lifespan up -3.
CCOC(=O)c1ccc(NC(=O)CSc2nc(SC)ns2)cc1 was read as HCT116 bCat-KO 76, E-sel TNF inh -21, Yeast growth inh -33, Phagocytosis inh 1, HCT116 PTEN-null 82, Measles CPE 32, MRP-1 activ -2.2, GALR2 blocker 12, NPY-Y2 antag 4 and Yeast lifespan up -25.

Arranged by heavy-atom count (ascending): 3 of the compounds above.
`CCCCNC(=S)N/N=C/c1ccccc1F` gave HCT116 bCat-KO 87, E-sel TNF inh 0, Yeast growth inh -40, Phagocytosis inh -7, HCT116 PTEN-null 78, Measles CPE 13, MRP-1 activ -0.8, GALR2 blocker 0, NPY-Y2 antag 6 and Yeast lifespan up 3.
CC(C)COc1ccc(C(=O)CCN2CCCCC2)cc1 was read as HCT116 bCat-KO 92, E-sel TNF inh 15, Yeast growth inh -72, Phagocytosis inh 1, HCT116 PTEN-null 90, Measles CPE 8, MRP-1 activ -2.4, GALR2 blocker 0, NPY-Y2 antag 8 and Yeast lifespan up 16.
CCOC(=O)c1ccc(NC(=O)CSc2nc(SC)ns2)cc1 was read as HCT116 bCat-KO 76, E-sel TNF inh -21, Yeast growth inh -33, Phagocytosis inh 1, HCT116 PTEN-null 82, Measles CPE 32, MRP-1 activ -2.2, GALR2 blocker 12, NPY-Y2 antag 4 and Yeast lifespan up -25.

(continued)
Screening Fc1ccc2nc(Nc3nc4c(s3)CCCC4)sc2c1 returned HCT116 bCat-KO 48, E-sel TNF inh -18, Yeast growth inh -36, HCT116 PTEN-null 36, Measles CPE 2, MRP-1 activ -3.6, GALR2 blocker 3, NPY-Y2 antag 4 and Yeast lifespan up -29.
CCn1c(-c2ccccc2O)n[nH]c1=S was read as HCT116 bCat-KO 94, E-sel TNF inh 20, Yeast growth inh -14, Phagocytosis inh 0, HCT116 PTEN-null 93, Measles CPE 24, MRP-1 activ -0.3, GALR2 blocker 6, NPY-Y2 antag -2 and Yeast lifespan up 1.
`COC(=O)c1cc(NC(=O)CSc2nnc(CN3CCOCC3)n2C)ccc1Cl` gave HCT116 bCat-KO 77, E-sel TNF inh -25, Yeast growth inh -18, Phagocytosis inh -2, HCT116 PTEN-null 80, Measles CPE 5, MRP-1 activ -2.0, GALR2 blocker -10, NPY-Y2 antag 2 and Yeast lifespan up 1.
For COC(=O)c1cc2ccsc2n1Cc1cc(=O)n2ccccc2n1 the results were HCT116 bCat-KO 86, Yeast growth inh 1, Phagocytosis inh -1, HCT116 PTEN-null 93, MRP-1 activ -0.8, GALR2 blocker -2, NPY-Y2 antag 2 and Yeast lifespan up -10.
`CC(C)Sc1nc2c(c(=O)[nH]1)C(c1cccs1)C1=C(CC(C)(C)CC1=O)N2` (stereo not given) gave HCT116 bCat-KO 77, E-sel TNF inh 20, Yeast growth inh 2, Phagocytosis inh 0, HCT116 PTEN-null 75, Measles CPE -1, MRP-1 activ -3.6, GALR2 blocker 0, NPY-Y2 antag 4 and Yeast lifespan up -14.
For CCOc1ccc2c(C)c(C(=O)O)oc2c1OCC the results were HCT116 bCat-KO 99, E-sel TNF inh -8, Yeast growth inh -15, Phagocytosis inh 0, HCT116 PTEN-null 99, Measles CPE 32, MRP-1 activ 1.3, GALR2 blocker 21, NPY-Y2 antag 4 and Yeast lifespan up -17.
For Cc1ccc(-c2nnc(Nc3ccc4c(c3)OCO4)c3ccccc23)cc1S(=O)(=O)NCCO the results were HCT116 bCat-KO 65, E-sel TNF inh 39, Yeast growth inh -29, Phagocytosis inh -13, HCT116 PTEN-null 58, Measles CPE 6, MRP-1 activ 0.3, GALR2 blocker -15, NPY-Y2 antag 2 and Yeast lifespan up 3.
For Cc1ccc(CNC(=O)Nc2ccccc2)cc1 the results were HCT116 bCat-KO 100, Yeast growth inh -19, Phagocytosis inh 4, HCT116 PTEN-null 101, Measles CPE 6, MRP-1 activ -0.3, GALR2 blocker 7, NPY-Y2 antag 9 and Yeast lifespan up -10.
`Cc1ccc(CSc2nnc(SCC(=O)N/N=C/C=C/c3ccccc3[N+](=O)[O-])s2)cc1` gave HCT116 bCat-KO 81, Yeast growth inh 1, Phagocytosis inh -4, HCT116 PTEN-null 89, Measles CPE 17, MRP-1 activ -2.4, GALR2 blocker -2, NPY-Y2 antag 0 and Yeast lifespan up 0.
For CC(C)(C)C(=O)Nc1ccccc1N1CCN(C(=O)c2ccc(Cl)cc2)CC1 the results were HCT116 bCat-KO 89, E-sel TNF inh -1, Yeast growth inh -61, Phagocytosis inh -2, HCT116 PTEN-null 98, Measles CPE 3, MRP-1 activ 0.8, GALR2 blocker -20, NPY-Y2 antag -3 and Yeast lifespan up 4.
CCOC(=O)c1sc(NC(=O)Nc2ccc(Cl)cc2)cc1C was read as HCT116 bCat-KO 5.2*, E-sel TNF inh -48, Yeast growth inh -30, Phagocytosis inh 0, HCT116 PTEN-null 5, Measles CPE 5, MRP-1 activ -4.3, GALR2 blocker 2, NPY-Y2 antag -3 and Yeast lifespan up -8.
